hIAP activ: human IAP activation; purified human IAP, CDP-Star luminescence, 30 min; hits give high values; 1 = vehicle-only enzyme, 0 = enzyme-free background; 0.16% of 330,000 active; P09923; activation factor at 10 µM;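 active = activation factor of the enzyme at least 2-fold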; note: the source names both 10 and 20 µM as test concentration; values of inactives mirror those of a sister screen read the other way
NLRP3 yeast inh: inhibitors of NALP3 inflammasome in yeast; Yeast reconstituted NLRP3/ASC/caspase-1, beta-gal luminescence, 24 h; AID 2825; inhibition, % at 10 µM; 0.39% of 330,000 active;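 active = inhibition of 50% or more; inactive = inhibition below 50%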;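 note: plate controls were induced DMSO wells for no effect and uninduced yeast grown without galactose for full effect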
SENP1 inh: blocks the human SENP1 SUMO protease catalytic domain | 0.21% of 360,000 active | recombinant SENP1 catalytic domain, CyPet-SUMO1-YPet FRET cleavage | AID 624204 | inhibition, % at 10 µM;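 active = inhibition at least 30% at 10 µM, raw YFP signal under a set limit, fluorescence ratio 0.5 to 1.5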;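 note: 0% = enzyme with DMSO and 100% = no enzyme wells; some results filed as inactive read as strong as hits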
Target sequence (Q9P0U3 419-644 limits assumed): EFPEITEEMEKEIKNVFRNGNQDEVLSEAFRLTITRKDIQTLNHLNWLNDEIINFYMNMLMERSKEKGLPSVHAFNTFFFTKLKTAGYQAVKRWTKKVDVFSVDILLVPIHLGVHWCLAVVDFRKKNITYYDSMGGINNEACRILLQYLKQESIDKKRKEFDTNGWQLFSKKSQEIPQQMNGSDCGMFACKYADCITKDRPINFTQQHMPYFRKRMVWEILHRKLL
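system = hSENP1 catalytic domain, recombinant | reagent = SFCypet-SUMO1-SFYpet substrate at 25 nM | doses = one dose per compound, 10 µM, 0.5% DMSO | incubation = enzyme reaction for 50 min at room temperature, dark | measured by = FRET, CFP and YFP emission | controls = no-enzyme low, enzyme-DMSO high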
MIN6 prolif: MIN6 beta-cell proliferation induction; MIN6 cells proliferation, ATPlite luminescence, 48 h; cells starved in 0.2% serum; 100% = growth in 10% serum; proliferation, % at 10 µM; 0.29% of 330,000 active;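 active = compounds whose signal lies at least 3.5 SD above the mean of all wells on their plate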;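 note: 0% = DMSO-treated cells in low-serum medium and 100% = 10% serum control; some compounds called inactive have numbers as strong as hits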
hIAP inh: blocks human intestinal alkaline phosphatase | AID 2544 | purified IAP, CDP-Star luminescence, 30 min | inhibition, % at 10 µM | 0.12% of 330,000 active;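 active = inhibition reaching a set limit with compound at 10 µM in the primary screen, cut at about 35% in these data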;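 note: plate controls were DMSO wells with enzyme for no effect and no-enzyme buffer wells for full effect; values of inactives mirror those of a sister screen read the other way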
APOBEC3A inh: inhibitors of human APOBEC3A DNA deaminase; P31941; recombinant A3A, FAM/TAMRA ssDNA deamination fluorescence; inhibition, % at 20 µM; 0.41% of 330,000 active; AID 493011;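 active = at least 40% inhibition at 20 µM here, with at most 30% in a related deaminase screen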;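 note: plate controls were A3A with DMSO for no effect and wells lacking A3A enzyme for full effect; some results filed as inactive read as strong as hits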
Target sequence (P31941 whole entry, looked up): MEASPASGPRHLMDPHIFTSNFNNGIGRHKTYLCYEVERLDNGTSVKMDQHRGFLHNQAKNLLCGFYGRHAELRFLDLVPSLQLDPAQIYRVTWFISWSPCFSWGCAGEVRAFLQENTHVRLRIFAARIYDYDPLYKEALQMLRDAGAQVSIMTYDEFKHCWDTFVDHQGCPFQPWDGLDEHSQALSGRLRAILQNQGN
mIAP act: mouse IAP activation; muIAP, CDP-Star luminescence, 30 min; hits give high values; 1 = vehicle-only enzyme signal, 0 = enzyme-free wells; activation factor at 10 µM; 0.24% of 330,000 active;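 active = activation factor of at least 2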; note: the source names both 10 and 20 µM as test concentration; values of inactives mirror those of a sister screen read the other way
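also added = chemiluminescent substrate CDP-Star | test system = mouse IAP enzyme | signal = chemiluminescence readout | compound = DMSO-dissolved test compounds | incubation = 30 min at room temperature | benchmarks = DMSO wells, no-enzyme wells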
APOBEC3G inh: blocks human APOBEC3G single-stranded DNA deamination; recombinant A3G, ssDNA deamination FAM/TAMRA fluorescence; inhibition, % at 20 µM; Q9HC16; 0.28% of 330,000 active;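 active = inhibition of at least 40% at 20 µM, with no more than 30% in the related APOBEC3A deaminase screen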;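 note: plate controls were DMSO wells with A3G for no effect and wells lacking A3G enzyme for full effect; some compounds called inactive have numbers as strong as hits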
Target sequence (Q9HC16 whole entry, looked up): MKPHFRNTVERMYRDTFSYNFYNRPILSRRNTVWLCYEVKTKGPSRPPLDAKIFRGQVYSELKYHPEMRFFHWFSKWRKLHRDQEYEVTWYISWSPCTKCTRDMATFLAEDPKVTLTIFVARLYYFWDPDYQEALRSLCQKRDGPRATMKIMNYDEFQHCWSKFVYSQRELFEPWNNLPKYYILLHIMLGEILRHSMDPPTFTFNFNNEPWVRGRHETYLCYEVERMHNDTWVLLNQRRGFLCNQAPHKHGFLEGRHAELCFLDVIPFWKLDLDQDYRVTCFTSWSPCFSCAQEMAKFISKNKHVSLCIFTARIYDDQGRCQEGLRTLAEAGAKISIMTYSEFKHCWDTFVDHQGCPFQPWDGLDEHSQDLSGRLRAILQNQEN
mIAP block: mouse IAP inhibition; purified mouse IAP, CDP-Star luminescence, 30 min; inhibition, % at 10 µM; 0.2% of 330,000 active; AID 2806;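 active = inhibition of at least 40% at 10 µM in the primary screen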;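 note: plate controls were DMSO with enzyme for no effect and no enzyme wells for full effect; values of inactives mirror those of a sister screen read the other way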
Starred values were filed as active, the others as inactive; / = no result given; & = joins results of further samples.

SMILES	hIAP activ	NLRP3 yeast inh	SENP1 inh	MIN6 prolif	hIAP inh	APOBEC3A inh	mIAP act	APOBEC3G inh	mIAP block
Cc1ccc(F)cc1NC(=O)CN1CCN(c2ccccn2)CC1	0.92	-3	0	-3	8	-3	0.91	-2	9
CCOC(=O)N1CCN(C(=O)CN(c2ccc3c(c2)OCO3)S(C)(=O)=O)CC1	1	28	2	0	-3	1	0.97	-3	3
Cc1cccc(NS(=O)(=O)c2ccc3c(c2)CCC(=O)N3)c1	1	12	2&-1	3	-2	-1	1	-3	-3
O=C(NC1CCN(C(=O)Nc2cccc(Cl)c2)CC1)c1ccco1	1	24	1	0	-4	-3	0.98	-6	2
CCOc1ccc2nc(COC(=O)c3cccs3)c(C(=O)c3ccccc3)[n+]([O-])c2c1	0.97	6	0	3	3	-3	0.91	-8	9
COc1ccc(NC(=O)CS(=O)(=O)c2cn(CC(=O)N3CCCC3)c3ccccc23)c(OC)c1	1.1	-6	2	5	-13	-2	0.94	-4	6
Cc1ccc(NC(=S)N(CCN(C)C)Cc2cccs2)cc1C	1.1	0	3	-1	-7	-5	1.1	-5	-11
CCCN(Cc1nnc(-c2cccs2)o1)C(=O)CN1C(=O)NC2(CCCCC2)C1=O	1.1	2	-1	-2	-11	2	0.94	-6	6
COc1ccc(C(=O)C2CCCN(C(=O)COc3ccc(C(C)=O)cc3)C2)cc1F (configuration not stated)	0.99	19	2	-3	1	5	0.96	-10	4
CC1CCN(c2c(NCC3CCC(C(=O)NCCC4=CCCCC4)CC3)c(=O)c2=O)CC1 (configuration not stated)	1.2	6	0	-5	-24	0	1.1	3	-7
Clc1ccc2nc(-c3ccccc3)cn2c1	0.89	49	0	-6	11	-3	0.95	-9	5
CCc1ccc(CNCc2ccc(OCC(O)CN(C)Cc3ccccc3)cc2)nc1 (configuration not stated)	1.1	19	-3	-5	-15	-3	1.1	-8	-9
O=C1c2ccccc2C(=O)N1CCCc1nc2ccccc2c(=O)n1CCCn1ccnc1	1	14	2	-4	-3	3	1	-6	-3
O=C(c1cc(COc2c(F)cccc2F)on1)N1CCC(c2ccncc2)CC1	1.1	-6	3	-6	-8	-3	1	-5	-3
C=CCN1C(=O)/C(=c2\sc3nc(=O)c(Cc4ccc(OC)c(OC)c4)nn3c2=O)c2ccccc21	0.98	6	-1	-3	2	-3	0.88	-4	12
Cc1ccn2c(=O)nc(SCC(=O)NCc3ccccc3)nc2c1	0.94	0	-34	0	6	-4	0.95	-6	5
Cc1ccc(NC(=O)c2cccc(NC3=NC4CS(=O)(=O)CC4S3)c2)cc1C (configuration not stated)	0.86	-11	1	0	14	-5	1	-8	-3
Cc1[nH]c2ccccc2c1SCC(=O)N1CCC(C)CC1	1	6	1	1	-2	2	0.86	-4	14
C/C(CCc1ccco1)=N\NC(=O)CNc1c(Br)cc(Br)cc1Br	1	11	1	0	-3	2	0.95	-5	5
C[n+]1ccccc1/C=C/c1ccc([N+](=O)[O-])cc1	1.1	32	8	-4	-6	57*	0.99	23	1
CCCCn1c(N)c(N(CCOC)C(=O)c2cc3ccccc3cc2OC)c(=O)[nH]c1=O	1	9	1	-1	-2	0	1	-9	-1
O=C(CCCN1C(=O)NC2(CCCC2)C1=O)N1CCN(S(=O)(=O)c2ccccc2)CC1	1.1	11	2	-3	-6	15	1.1	3	-7
CCOC(=O)N1CCc2c(sc3[nH]c(=S)[nH]c(=S)c23)C1	0.93	6	/	-2	7	-3	0.9	-5	10
CCn1c(Cc2ccccc2)nnc1SCC(=O)Nc1ccccc1	1	-9	-1	1	-3	-4	0.95	-9	5
COc1ccc(/C=N/O)cc1COc1ccc(NC(C)=O)cc1	1	0	1	-1	-2	1	1.1	0	-7
CCOC(=O)COc1c(OC)cc(Cl)cc1C1Nc2ccccc2C(=O)N1c1ccc(F)cc1 (configuration not stated)	0.98	14	-2	-3	2	-5	1.2	-7	-20
Cc1ccccc1OCc1nnc2n1CC(C)S2 (configuration not stated)	0.95	-5	-1	0	5	-2	1	-7	-5
CCN(CC)S(=O)(=O)c1ccc(OC)c(NC(=O)COc2ccccc2[N+](=O)[O-])c1	0.96	8	3	2	4	16	0.88	11	12
C=CCNC(=O)N[C@@H](Cc1ccccc1)C(=O)OC	1	5	0	5	-2	4	1.1	1	-10
C[C@@H]1C[C@H](Nc2ccccc2)c2ccccc2N1C(=O)c1cccnc1	1.1	-10	-1	0	-11	-16	0.96	-2	4
O=C1CN(C(=O)COc2ncnc3ccccc23)c2ccccc2N1	1.1	8	0	1	-12	5	0.99	-8	0
O=C(NCc1ccc(F)cc1)C1CCCN(S(=O)(=O)c2cccnc2)C1 (configuration not stated)	1.2	-7	2	0	-19	-5	1.1	-6	-6
COc1ccc(NC(=O)c2ccc(-c3ccc(OC)cc3)s2)cc1	1	19	3	-3	-3	1	1	-4	0
O=S(=O)(Nc1ccccn1)c1cc(Cl)ccc1Cl	0.81	1	1	-1	19	-4	0.92	-8	8
CCOCCCN(C)C1CCN(C(=O)c2oc3ccccc3c2NC(=O)Cc2cccc([N+](=O)[O-])c2)CC1	1	-7	1	-3	-4	-4	0.91	-4	9
COc1cc(NC(=O)C/C(C)=N/NC(=O)c2cccs2)c(OC)cc1Cl	1	16	-3	-4	-2	-3	0.89	-2	11
O=CN1CCN(C2CC(=O)N(c3ccc4c(c3)OCO4)C2=O)CC1 (configuration not stated)	1.1	12	-3	1	-13	7	1	4	-4
Fc1ccc(-c2nnc(Cc3nnc(-c4ccc(F)cc4)o3)o2)cc1	1.3	0	-2	-1	-29	2	1	-4	-3
CC(=O)Nc1cc(O)cc(O)c1	0.86	-7	-1	0	14	4	0.98	-2	2
COc1ccccc1NC(=O)Cc1nn(C)c(=O)c2ccccc12	1.1	14	-1	-4	-6	3	1.1	-4	-11
Oc1ccc(/C=N/Nc2ncc(Br)cn2)c(O)c1	0.84	20	1	-1	16	0	0.97	-1	3
c1ccc2cc(OCCN3CCCC3)ccc2c1	1.1	11	0	-2	-7	-1	0.94	-4	6
Cc1cc([N+](=O)[O-])cc(/C=N\NC(=O)C2COc3ccccc3O2)c1O (configuration not stated)	1.3	51*	-34	-6	-34	4	0.58	-1	42*
Cc1cc(C)nc(CCNC(=O)c2cc(COc3c(C)cccc3C)on2)n1	1.1	13	-2	-3	-13	-4	0.91	-2	9
COc1ccc(NC(=O)CN(C)C(=O)c2cccc3ccccc23)cc1	1.1	24	-1	-2	-8	0	0.94	-4	6
COC(=O)c1ccc(CNC(=O)C23CC4CC(CC(C4)C2)C3)cc1	0.97	34	1	7	2	1	1	-3	-4
COc1ccc(C(=O)NC(=S)N2CCOCC2)cc1OC	0.98	8	1	1	2	3	0.94	-5	6
CC(=O)Nc1ccc(S(=O)(=O)N(C)CC(=O)OC(C)C(=O)NC2CCCC2)cc1 (configuration not stated)	0.9	-1	-1	-1	10	-5	0.98	-9	2
O=C(O)C1CSC(c2ccccc2Cl)N1C(=O)c1ccc(Cl)cc1 (configuration not stated)	0.77	13	2	1	23	0	0.93	-4	7
CC(=O)N1CCC(c2c[nH]c3ccccc23)CC1	0.97	2	2	-2	3	-1	1	-11	-4
CCOC(=O)C1=C(SCC)c2cc3c(n2C1=O)CCCC3	0.94	23	0	-2	6	-7	0.86	-7	14
COc1ccc(Cl)cc1NS(=O)(=O)c1cccc(C(=O)NCC2CCCO2)c1 (configuration not stated)	1	-6	3	-4	-3	-4	1	-6	-3
Cc1cc(C)cc(NC(=O)c2cc(C)nn2C)c1	0.87	19	-1	0	13	-1	0.93	-9	7
O=C1c2cccc3cccc(c23)C(=O)N1CCCN(C(=O)c1cccs1)c1cccc(F)c1	0.88	12	6	0	12	1	1	-1	0
Cc1ccc2c(c1)NCCO2	0.97	-3	4	-2	3	-1	0.92	6	8
CCN(Cc1ccncc1)Cc1ccc(OC)cc1OC	0.92	12	0	-1	8	2	0.93	-7	7
Cc1ccc(CNC(=O)C2CN(S(C)(=O)=O)c3cc(Cl)ccc3O2)cc1 (configuration not stated)	0.96	9	1	-2	4	3	0.95	-8	5
COc1cccc(C(=O)OCc2ccccc2C#N)c1O	0.77	12	1	0	23	0	0.89	-4	11
CCOc1ccc2nnnn2n1	1.2	-6	0	-2	-16	4	0.71	4	29
COc1ccc(/C=C2\SC(=S)N(CCC(=O)NCCCn3ccnc3)C2=O)cc1	1.3	-1	-25	-5	-28	0	0.94	-2	6

Compounds listed so far with a furan ring, fused or not, in the order listed:
SMILES	hIAP activ	NLRP3 yeast inh	SENP1 inh	MIN6 prolif	hIAP inh	APOBEC3A inh	mIAP act	APOBEC3G inh	mIAP block
O=C(NC1CCN(C(=O)Nc2cccc(Cl)c2)CC1)c1ccco1	1	24	1	0	-4	-3	0.98	-6	2
C/C(CCc1ccco1)=N\NC(=O)CNc1c(Br)cc(Br)cc1Br	1	11	1	0	-3	2	0.95	-5	5
CCOCCCN(C)C1CCN(C(=O)c2oc3ccccc3c2NC(=O)Cc2cccc([N+](=O)[O-])c2)CC1	1	-7	1	-3	-4	-4	0.91	-4	9

Remaining list, next part
SMILES	hIAP activ	NLRP3 yeast inh	SENP1 inh	MIN6 prolif	hIAP inh	APOBEC3A inh	mIAP act	APOBEC3G inh	mIAP block
CC(=O)c1ccc(Nc2cc(C)nc3ccccc23)cc1	1	5	-3	-1	-4	-4	1	-6	0
COc1ccc(C(c2c(C)[nH]n(C(N)=S)c2=O)C(C#N)C#N)cc1 (configuration not stated)	1	18	-2	-1	-3	-9	0.89	-8	11
CCc1nnc(NC(=O)c2ccc(Br)c(S(=O)(=O)N3CCOCC3)c2)s1	1.1	-5	0	2	-10	-2	0.98	-8	2
Cc1ccc(NC(=O)CSc2nc3c(c(=O)[nH]2)CCC3)c(C)c1	0.78	5	0	0	22	-2	1	-4	-2
COc1cc2cc(CN(CCc3ccccc3C)C(=S)NCCCN(C)C)c(=O)[nH]c2cc1OC	1.1	-16	3	-7	-7	-6	1	-8	-4
Cc1nonc1CC(=O)N1CCCC(C(=O)c2cccc(C(F)(F)F)c2)C1 (configuration not stated)	1.1	4	2	-4	-13	1	1	-10	-3
Cc1ccc(Cl)cc1N1CCN(CC(O)COCc2ccco2)CC1 (configuration not stated)	0.88	24	1	-4	12	0	0.95	1	5
Cc1cccc2c(C(=O)N3CCCCC3)cc(-c3ccccc3)nc12	0.99	8	-1	-5	1	-3	0.88	-5	12
C=CCOc1c(Br)cc(CNc2nccs2)cc1OC	1.1	35	0	-4	-8	-3	0.94	-3	6
CN(C(=O)c1cccc(C#N)c1)c1nnc(-c2ccccn2)s1	0.99	18	-1	-1	0	-16	1	-1	0
CCN(CC(=O)Nc1c(F)cccc1F)C(=O)c1nn(C)c(=O)c2ccccc12	0.98	10	-1	-1	2	-5	0.9	-7	10
COc1ccc(/C=N/N(C)C2=NCCN2)c(OC)c1OC	1.2	1	0	0	-22	-3	1.1	6	-7
COc1cccc(C(C(=O)NC2CCCC2)N(Cc2ccccc2OC)C(=O)c2ccco2)c1 (configuration not stated)	1.2	1	-4	0	-20	-2	1	-3	-4
COc1ccc(NC(=S)NCC2CCCO2)c(OC)c1 (configuration not stated)	0.97	0	2	-2	3	-1	1	-3	0
CCOC(=O)CN1N=C(/C=C/c2ccc(OC)cc2)CCC1=O	1.1	25	-1	-1	-7	2	1.1	-3	-9

Compound activity from PubChem BioAssay.

Not all compounds are listed; the hit share may differ from the screen's.
